# Compound activity (PubChem)
# tim23-1 inh – tim23-1 yeast growth inhibition | actives 1.3% (n = 330,000) | AID 463212 | S. cerevisiae tim23-1 growth, BacTiter-Glo luminescence, 24 h | inhibition, % at 20 µM;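 active means growth inhibition of the mutant yeast at or above 50%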;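 further: temperature-sensitive mutant grown at 25 °C; plate controls were DMSO-treated mutant yeast for no effect and medium wells lacking yeast for full effect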
# MPTP inh – blocks calcium-induced mitochondrial swelling; isolated mouse mitochondria, Ca2+ swelling absorbance, 30 min; AID 602449; actives 1.4% (n = 360,000); inhibition, % at 10 µM;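 active means inhibition of 50% or more, scaled per plate between neutral and stimulator controls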;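 further: 0% = DMSO wells given calcium and 100% = 1 mM EGTA wells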
# APJ antagonist – antagonists of human APJ apelin receptor. CHO-K1 APJ beta-arrestin complementation, luminescence. AID 2521. inhibition, % at 20 µM. actives 0.32% (n = 330,000);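 active means inhibition above about 40% at 20 µM, limit read from the data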;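 further: cells challenged with 10 nM apelin-13 agonist together with compound; plate controls were apelin-13 plus DMSO wells for no effect and DMSO wells lacking apelin-13 for full effect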
# Target sequence (P35414 whole entry, looked up): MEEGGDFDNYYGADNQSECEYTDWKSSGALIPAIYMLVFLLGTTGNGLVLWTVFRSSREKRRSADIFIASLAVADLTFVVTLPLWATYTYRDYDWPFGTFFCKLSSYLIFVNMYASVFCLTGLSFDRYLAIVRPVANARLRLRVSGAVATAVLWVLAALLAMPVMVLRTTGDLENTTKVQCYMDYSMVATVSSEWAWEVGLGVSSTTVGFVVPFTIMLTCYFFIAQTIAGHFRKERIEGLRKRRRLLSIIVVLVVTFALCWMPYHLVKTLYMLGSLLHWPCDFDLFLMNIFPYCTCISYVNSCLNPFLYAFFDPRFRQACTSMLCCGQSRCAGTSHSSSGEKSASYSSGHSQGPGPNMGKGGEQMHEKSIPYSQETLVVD
# GRIN3A LBD mod – NR3A (human) ligand-binding domain modulation; NR3A LBD differential scanning fluorimetry, Tm shift; 0% = protein alone, 100% = glycine-bound protein; Tm shift relative to glycine control, % at 25 µM; actives 2.5% (n = 340,000); AID 1259313;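 active means melting temperature shift of at least 10% of the positive control shift, at one fixed dose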
# NALP3 yeast inh – blocks the NALP3 inflammasome reconstituted in yeast | Yeast reconstituted NLRP3/ASC/caspase-1, beta-gal luminescence, 24 h | AID 2825 | actives 0.39% (n = 330,000) | inhibition, % at 10 µM;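 active means inhibition of 50% or more; inactive means inhibition below 50%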;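 further: plate controls were induced DMSO wells for no effect and uninduced yeast grown without galactose for full effect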
# beta cell repl – MIN6 beta-cell proliferation induction; MIN6 cells proliferation, ATPlite luminescence, 48 h; cells starved in 0.2% serum; 100% = growth in 10% serum; proliferation, % at 10 µM; actives 0.29% (n = 330,000); AID 2380;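 active means compounds whose signal lies at least 3.5 SD above the mean of all wells on their plate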;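 further: 0% = DMSO-treated cells in low-serum medium and 100% = 10% serum control; some compounds called inactive have numbers as strong as hits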
# TIM10 inh – growth inhibitors of TIM10 yeast strain; S. cerevisiae TIM10 strain growth, BacTiter-Glo luminescence, 24 h; inhibition, % at 10 µM; actives 1.4% (n = 330,000);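 active means inhibition of 40% or more at the single tested concentration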;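 further: wild-type TIM10 isogenic control strain grown at permissive 25 °C; 0% = DMSO yeast wells and 100% = minimal medium wells without yeast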
# APJ ag – agonists of human APJ apelin receptor | CHO-K1 APJ PathHunter beta-arrestin, luminescence; 0% DMSO wells, 100% apelin | P35414 | actives 0.11% (n = 330,000) | activation, % at 20 µM | AID 2520;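 active means activation more than six SD over the plate average, tested at 20 µM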;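 further: 0% = DMSO alone and 100% = apelin-13 at 10 nM; some results filed as inactive read as strong as hits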
#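 Test system – PathHunter CHO-K1 APJ (AGTRL-1) beta-arrestin reporter cells · Input – 1000 cells/well · Compound – single test compound dose, 20 µM final, 1% DMSO · Times – compound stimulation 90 min at 25 °C, detection 60 min · Technique – beta-gal luminescence · Read-out basis – APJ–arrestin association signal · Control set – negative DMSO alone, positive Apelin-13 at 10 nM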
# tim10-1 inh – tim10-1 yeast growth inhibition. S. cerevisiae tim10-1 ts strain growth, BacTiter-Glo, 24 h. inhibition, % at 20 µM. actives 2.2% (n = 330,000);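 active means inhibition of at least 40%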;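 further: mutant grown at 25 °C; 0% = DMSO wells with yeast and 100% = wells holding no yeast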
# * marks the source's active call; other numbers are inactive results.
nr	SMILES	tim23-1 inh	MPTP inh	APJ antagonist	GRIN3A LBD mod	NALP3 yeast inh	beta cell repl	TIM10 inh	APJ ag	tim10-1 inh
1	CCOC(=O)C1CCCN(c2c(Nc3ccc(OCC)cc3)c(=O)c2=O)C1 (stereo not drawn)	21	-1.9	12	0	18	1	6	-2	21
2	Cc1cc(C)cc(OCC(=O)N/N=C\c2cn(C)nc2C)c1	1	2.4	-2	8	-22	0	3	-1	-3
3	COc1cc(NC(=O)CCc2c(C)nc3nc(C)nn3c2C)cc(OC)c1	6	0.6	4	1	-10	-1	9	0	12
4	O=C(CSc1nc(-c2ccccc2Cl)ns1)NCc1ccco1	14	-0.1	-12	1	20	2	-13	1	19
5	CCn1c(CNc2ccc(F)cc2)nnc1SCC#N	-3	0.3	-6	-6	-3	3	1	-2	-2
6	CCSc1nnc(NC(=O)COc2ccc(Cl)cc2)s1	15	-0.6	5	0	16	-2	9	-2	-4
7	COc1ccc(-c2cc(C(=O)N3CCN(c4ccccc4)CC3)c3ccccc3n2)cc1OC	32	0.5	8	0	19	-2	10	1	32
8	Cc1ccc(N2CCN(S(=O)(=O)c3nnc(NC(=O)c4ccco4)s3)CC2)cc1	32	1.8	-5	-1	10	-3	18	-1	17
9	COc1ccc(Cn2c(SCC#N)nc3ccc(N4CCOCC4)cc3c2=O)cc1	17	2.8	-17	-1	4	-5	9	2	20
10	COc1ccc(-c2nn(-c3ccccc3)cc2C(=O)N(C)CC(=O)Nc2cccc(F)c2)cc1	39	1.1	-1	11*	16	-6	8	0	12
11	COc1ccc(NC(=O)c2cc(C)no2)cc1OC	19	-0.9	13	-1	3	-4	8	-4	-14
12	O=C(COc1ccc2c3c(c(=O)oc2c1)CCCC3)NC(Cc1ccc(Cl)cc1)C(=O)O (stereo not drawn)	-4	-0.4	3	-1	-1	0	12	-2	16
13	CCOC(=O)Cc1[nH]nc2c1C(c1cc(OC)ccc1OC)C(C#N)=C(N)O2 (stereo not drawn)	-5	0.6	5	0	-3	-1	-5	-5	14
14	Cc1ccc(C(=O)O)cc1NC(=S)NC(=O)c1ccc([N+](=O)[O-])c(C)c1	19	1.7	40*	-2	18	-1	-2	-5	-9
15	COC(=O)C(C(=O)OC)C(C[N+](=O)[O-])c1ccc(O)c(OC)c1 (stereo not drawn)	17	12	-2	4	16	-1	16	1	24
16	COc1ccc(NC(=O)C2CCN(S(=O)(=O)c3cccc4nonc34)CC2)c(OC)c1	-5	-1.0	26	2	5	0	12	-1	-23
17	COCCOC(=O)C1=C(C)NC(=O)NC1c1cccc(F)c1 (stereo not drawn)	1	-0.5	-5	-1	15	3	-4	0	-17
18	CC(C)c1cccc(C(C)C)c1NC(=O)CN1C(=O)NC2(CCCCCCC2)C1=O	13	-0.9	-4	-1	-14	2	4	-1	12
19	Cc1nonc1C(=O)N/N=C/c1ccc(O)cc1	45	1.9	-13	-4	-4	0	22	-1	51*
20	C[C@@]12C(=O)Nc3ccc(F)cc3C(=O)N1[C@H]1c3ccccc3OC[C@@H]1[C@@H]2c1ccccc1	46	0.2	5	-8	1	-6	-1	-3	-3
21	O=C(CN1CCC(NC(=O)Nc2ccccc2)CC1)Nc1ccccc1F	-3	0.2	6	0	9	-2	-17	2	-4
22	O=C1CCCC(=NNC(=O)c2cc3ccccc3cc2O)C1	-1	-0.8	11	-3	2	-4	-3	-2	-17
23	Cn1nnnc1Sc1c(Cl)cccc1[N+](=O)[O-]	-6	-0.2	-4	-1	-3	-3	6	0	1
24	O=C(COC(=O)c1c[nH]c(=O)[nH]c1=O)Nc1ccccc1F	6	2.2	-2	-1	8	-3	2	0	0
25	COc1ccccc1Nc1nc2ccccc2n1C	13	-2.8	-7	2	6	-2	10	-1	9
26	N#C/C(=C\c1c(N2CCC(C(N)=O)CC2)nc2ccccn2c1=O)C(=O)NC1CCCCC1	3	-1.3	17	2	6	-2	12	-1	19
27	Cc1ccc(/C=N/N(Cc2ccccc2)c2ccccc2)o1	7	-0.3	-1	-2	-17	-5	22	-4	24
28	COc1c(S(=O)(=O)NCCCn2ccnc2)ccc(Cl)c1Cl	-29	-0.3	15	0	20	-2	-7	-4	-10
29	O=C(NCCN1CCN(c2ccccc2F)CC1)C1CCCN(S(=O)(=O)c2cnc[nH]2)C1 (stereo not drawn)	7	-0.6	-1	1	5	2	3	-5	-1
30	O=C(NCCN1CCOCC1)c1cnn2c1NC(c1cccs1)CC2C(F)(F)F (stereo not drawn)	-2	-0.9	8	0	6	1	8	-3	1
31	Cc1ccc(N2CCN(C(=S)c3ccc(N(C)C)cc3)CC2)cc1	31	2.2	11	-11	3	-4	27	-3	23
32	COc1ccc(C(=O)NCCNc2ccccc2[N+](=O)[O-])cc1	15	0.6	10	0	29	-4	-31	-5	-28
33	Cc1cc(NC(=O)CCSc2ccccc2)ccc1Br	41	97*	4	9	18	-2	28	-1	36
34	COc1ccc(OC)c(-n2c(=S)[nH]c3cc(C(=O)N(C)Cc4ccccc4)ccc3c2=O)c1	-3	-2.1	24	-1	17	-3	-2	-6	6
35	CCOC(=O)C1=C(C)NC(C)=C(C(=O)OCC)C1c1cccc(C)n1	-3	3.1	-17	1	-4	-1	2	1	-2
36	O=C(COc1ccc(Cl)cc1Cl)NN1C(=O)C2C3C=CC([C@@H]2C1=O)C31CC1 (stereo partly drawn)	12	1.1	-6	-11	25	-2	-6	0	-3
37	Cc1nn(C)c(C)c1NS(=O)(=O)c1cccc(Br)c1	6	0.3	19	2	18	5	8	3	5
38	CCN(CC)C(=O)CSc1nc2ccccc2n1CC(=O)N1CCN(c2ccccc2OC)CC1	13	-4.2	4	-1	6	1	8	-3	9
39	Cc1cccc(CCNC(=O)c2oc3c(C)c(C)ccc3c2C)n1	46	0.9	15	-4	18	3	25	-2	31
40	CCN1CCN(c2oc(-c3ccc(OC)cc3)nc2C#N)CC1	16	-0.4	21	0	18	4	-27	-3	9
41	CC(NS(=O)(=O)c1ccc(Br)cc1)C(c1cccs1)N1CCN(C)CC1 (stereo not drawn)	12	-0.5	17	-4	26	-4	8	-1	9
42	CCc1ccc(NC(=O)N2CCN(C(=O)C3CCCO3)CC2)cc1 (stereo not drawn)	-5	-2.9	-3	-1	21	-1	1	-1	5
43	C[C@H](CO)N1C[C@H](C)[C@@H](CN(C)S(=O)(=O)c2ccccc2)Oc2ccc(NC(=O)C3CC3)cc2C1=O	9	-0.4	-5	3	9	-4	4	0	20
44	COc1ccccc1CCNC(=O)c1nccnc1C(=O)O	3	1.2	16	-1	6	2	-4	-2	-4
45	c1cncc(C(c2nnnn2C2CCCC2)N2CCN(Cc3ccc4c(c3)OCO4)CC2)c1 (stereo not drawn)	-9	-0.1	6	0	-7	-3	-10	-5	1
46	Cn1c(=O)c2c(nc(NCc3ccco3)n2Cc2ccccc2Cl)n(C)c1=O	1	45	10	1	5	-6	-5	1	6
47	C[C@H]1CN([C@@H](C)CO)C(=O)c2cccc(NC(=O)c3ccncc3)c2O[C@H]1CN(C)C(=O)Nc1ccccc1	13	-1.7	10	0	0	1	2	1	18
48	Cc1ccc2nc(SCCCCOc3ccccc3)[nH]c2c1	36	38	9	-3	-7	-2	3	-2	-7

# Entries above printed as active in APJ antagonist.
cpd | molecule | MPTP inh | APJ antagonist | GRIN3A LBD mod | NALP3 yeast inh | APJ ag
14 | Cc1ccc(C(=O)O)cc1NC(=S)NC(=O)c1ccc([N+](=O)[O-])c(C)c1 | 1.7 | 40* | -2 | 18 | -5

# Other structures.
nr	SMILES	tim23-1 inh	MPTP inh	APJ antagonist	GRIN3A LBD mod	NALP3 yeast inh	beta cell repl	TIM10 inh	APJ ag	tim10-1 inh
49	Cc1sc2ncnc(NCC(c3ccccc3)N(C)C)c2c1C (stereo not drawn)	6	3.7	19	0	7	0	15	-1	-5
50	COC(=O)Cc1coc2cc(OC)ccc12	-4	0.6	8	0	12	-3	-4	-4	-10
51	O=C(Cn1c(CO)nc2ccccc21)Nc1cc(C(F)(F)F)ccc1N1CCOCC1	0	-0.4	16	0	14	0	5	-1	11
52	Cc1cc(NC(=O)CCC(=O)N(c2ccccc2)C(C(=O)NC2CCCC2)c2ccc(F)cc2)no1 (stereo not drawn)	-5	-2.9	6	1	5	0	-6	-2	-15
53	N#Cc1cc(C#N)c(N2CCN(c3ccccn3)CC2)nc1N	22	-1.3	-35	-6	-2	-3	8	7	11
54	C=Cn1cc[n+](CC(=O)c2ccc(Br)s2)c1	-15	-0.7	-3	2	-4	-3	-8	-4	-10
55	CCOC(=O)N1CCN(C(=O)Nc2ccc(Cl)cc2Cl)CC1	-3	3.0	9	2	11	0	13	6	-1
56	CC(=O)NC1C(=O)N=C(SC(C)C(=O)Nc2cccc(Cl)c2)NC1=O (stereo not drawn)	13	-0.8	3	0	2	-1	-9	0	6

# Look-ups from the entries so far.
# compound 56 – beta cell repl: -1
# compound 50 – tim10-1 inh: -10

# Next part:
nr	SMILES	tim23-1 inh	MPTP inh	APJ antagonist	GRIN3A LBD mod	NALP3 yeast inh	beta cell repl	TIM10 inh	APJ ag	tim10-1 inh
57	c1ccc2oc(-c3csc(N4CCOCC4)n3)cc2c1	11	0.2	-6	0	-6	-5	11	-6	25
58	CN1CCN(S(=O)(=O)c2cccc(C(=O)NC3CCCC3)c2)CC1	-5	-0.1	11	-2	17	-5	-8	-3	-5
59	CCCCCCN(CCCCCC)C(=O)Cc1c(-c2ccc(F)cc2)[nH]c2ccccc12	11	3.5	7	0	14	-8	12	6	18
60	O=C(CN(Cc1ccc(F)cc1)C(=O)C1CSC(=O)C1)NC1CCCCC1 (stereo not drawn)	17	-0.2	12	0	1	-1	19	-1	18
61	CCOc1cc(/C=C2\SC(N3CCCC(C)C3)=NC2=O)ccc1O (stereo not drawn)	51*	-0.2	13	-3	12	-2	36	-4	38
62	O=C(COC(=O)c1ccc2ncsc2c1)Nc1ccc(OC(F)(F)F)cc1	24	-0.1	2	-7	37	5	12	18*	-25
63	COc1ccc(S(=O)(=O)NCCC(C)C)cc1C	12	-1.1	-5	-2	21	-2	-13	-1	29
64	O=C(COC(=O)c1ccccc1C(=O)c1ccccc1)c1ccco1	28	-0.5	-7	1	6	-2	21	-3	28
65	Cc1cc2oc(C(=O)N(Cc3ccc(N(C)C)cc3)CC3CCCO3)c(C)c2cc1C (stereo not drawn)	33	0.5	3	2	4	-8	27	-5	25
66	CCOC(=O)N1CCN(CC(=O)Nc2ccccc2C(=O)Nc2ccccc2)CC1	20	0.3	-6	0	1	1	-1	2	16
67	CC(=O)c1cccc(-n2nnnc2SCC(=O)Nc2cc(C)on2)c1	7	-0.6	-2	-1	5	-2	-3	-2	3
68	CC(C)(C)c1ccc(OC(=O)N2CCOCC2)cc1	16	-0.6	-28	-3	28	1	-18	-8	5
69	CC(CC(=O)NCc1ccco1)S(=O)(=O)c1ccc2c(c1)CCN2C(=O)C1CC1 (stereo not drawn)	8	-2.8	-18	0	-5	5	8	-1	20
70	CCOC(=O)c1ccc(NC(=O)[C@@H](NC(N)=O)C(C)C)cc1	2	2.9	8	2	-16	-5	2	-4	13
71	N#C/C(=C\c1ccc(Sc2nc3ccccc3[nH]2)o1)c1ccccc1	51*	93*	15	0	6	-4	35	-1	33
72	CCN(CC)C(=O)CSc1nnc2cc(C)c3ccccc3n12	25	0.1	-3	0	1	-1	16	-5	7
73	Cc1onc(-c2ccccc2)c1C(=O)OCCOc1ccc([N+](=O)[O-])cc1[N+](=O)[O-]	32	0.9	-21	-6	16	-5	29	3	32
74	Cc1ccc2nc(-c3ccncc3)cc(C(=O)Nc3ccncc3)c2c1	3	-1.0	-16	-22	6	-5	3	36	5
